# NPY-Y1 antag = NPY-Y1 (human) receptor antagonism; P25929; HEK293-CNG Y1 cells, membrane potential fluorescence; NPY at EC95, then isoproterenol; inhibition, % at 3.6 µM; 200,000 compounds, 1% hits;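 active means inhibition above the campaign mean inhibition of all tested compounds plus 3 SD, cut at about 20% in these data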;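 further: 0% = DMSO wells given NPY plus isoproterenol and 100% = isoproterenol alone without NPY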
# Target sequence (P25929 whole entry, looked up): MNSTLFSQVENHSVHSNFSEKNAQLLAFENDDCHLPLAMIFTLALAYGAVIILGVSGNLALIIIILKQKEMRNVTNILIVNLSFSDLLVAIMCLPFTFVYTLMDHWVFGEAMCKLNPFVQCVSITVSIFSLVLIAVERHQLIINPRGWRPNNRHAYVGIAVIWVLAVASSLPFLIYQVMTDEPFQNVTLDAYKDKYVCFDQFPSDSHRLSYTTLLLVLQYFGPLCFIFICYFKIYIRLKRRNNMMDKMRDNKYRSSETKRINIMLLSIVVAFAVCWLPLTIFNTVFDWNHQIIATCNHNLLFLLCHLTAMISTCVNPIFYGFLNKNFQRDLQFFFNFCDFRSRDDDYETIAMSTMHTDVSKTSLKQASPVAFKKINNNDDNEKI
#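 Assay system: HEK293 cells with Y1 receptor plus CNG channel | Probe or stimulus: NPY (25 nM), isoproterenol (1 µM), Ro 20-1724 (25 µM) | Timing: Compound incubation 1 h at room temperature, readout 45 min post-stimulation | Measured by: Membrane-potential fluorescent dye readout | Benchmarks: High control isoproterenol alone, low control NPY with isoproterenol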
# S1P4 antagonist = blocks the human S1P4 receptor; O95977; S1P4-expressing cells, antagonist mode, reporter read-out; inhibition, % at 4.98 µM; 220,000 compounds, 0.26% hits; in the data active means inhibition above about 29%;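 further: 0% = wells stimulated with agonist and 100% = vehicle wells without agonist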
# p97 ATPase inh = blocks human p97 ATPase activity; P55072; recombinant p97 ATPase, Kinase-Glo ATP luminescence, 3 h; inhibition, % at 8 µM; 220,000 compounds, 0.42% hits; in the data active means inhibition above about 15%;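 further: 0% = DMSO vehicle and 100% = wells lacking enzyme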
# NPY1 pot ag = human NPY-Y1 potentiation or agonism, primary screen. NPY-Y1 expressing cells, potentiator/agonist activation. activation, % at 3.6 µM. 220,000 compounds, 0.37% hits. AID 1304; in the data active means activation above about 33%, passing the limit was not always enough;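 further: cells stimulated with NPY at EC10 then isoproterenol at EC100; 0% = low agonist plus stimulus and 100% = saturating agonist plus stimulus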
# S1P4 agonist = activates the human S1P4 receptor | O95977 | S1P4-expressing cell line, agonist reporter assay | activation, % at 4.98 µM | 220,000 compounds, 0.35% hits | AID 1509; in the data active means activation above about 11%;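 further: 0% = DMSO vehicle and 100% = reference agonist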
# eIF4E-4G inh = inhibitors of eIF4E and eIF4G interaction in translation initiation; 220,000 compounds, 0.37% hits; AID 782; inhibition, % at 21.7 µM; P63073+Q04637; TR-FRET eIF4E-eIF4GI(517-606) binding, 2 h;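 active means inhibition above about 30%, limit read from the data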;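 further: 0% = full FRET control wells and 100% = background wells lacking eIF4GI fragment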
# EP2 modulator = EP2 receptor (human) modulation; P43116; EP2-expressing cells, cAMP HTRF FRET, PGE2 co-stimulation; induction, % at 25 µM; 260,000 compounds, 0.83% hits;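 active means compounds whose cAMP rise, as percent of the full-agonist control response, exceeds 60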;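 further: rat C6 glioma line stably carrying human EP2 under a CMV promoter; the protocol text gives 20 µM as final concentration; 100% = response of wells given 1 µM PGE2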
# Target sequence (P43116 whole entry, looked up): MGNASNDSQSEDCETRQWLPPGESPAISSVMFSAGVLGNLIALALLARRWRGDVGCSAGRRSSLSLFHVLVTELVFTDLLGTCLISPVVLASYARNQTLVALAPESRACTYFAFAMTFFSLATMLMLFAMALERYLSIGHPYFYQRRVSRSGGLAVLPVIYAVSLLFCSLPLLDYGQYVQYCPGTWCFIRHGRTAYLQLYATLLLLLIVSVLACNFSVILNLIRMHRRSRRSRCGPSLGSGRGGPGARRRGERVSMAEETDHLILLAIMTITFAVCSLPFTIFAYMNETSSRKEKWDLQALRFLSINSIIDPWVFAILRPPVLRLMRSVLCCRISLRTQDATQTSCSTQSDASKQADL
# NPY-Y2 PAM-ag = human NPY-Y2 potentiation or agonism, primary screen. P49146. cells expressing NPY-Y2, potentiator/agonist read-out. activation, % at 3.6 µM. 220,000 compounds, 0.45% hits; in the data active means activation above about 27%;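 further: cells stimulated with NPY near EC25 plus isoproterenol at EC100; 0% = vehicle plus submaximal agonist and 100% = vehicle plus saturating agonist; some results beyond the cut were filed as inactive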
# EP2 antag = EP2 receptor (human) inhibition; P43116; C6 glioma cells expressing human EP2, cAMP TR-FRET; cells stimulated with saturating PGE2; inhibition, % at 25 µM; 260,000 compounds, 0.52% hits;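 active means percent inhibition above 40 after rounding to a whole number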;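 further: rat C6 glioma host cells with rolipram phosphodiesterase inhibitor present; the protocol text gives 20 µM as final concentration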
# * hit, by the source's call; / = no result given; [ ] = remark or other dose.
# Values run as follows: NPY-Y1 antag	S1P4 antagonist	p97 ATPase inh	NPY1 pot ag	S1P4 agonist	eIF4E-4G inh	EP2 modulator	NPY-Y2 PAM-ag	EP2 antag
O=[N+]([O-])c1cccc(-c2noc(-c3ccco3)n2)c1
  /	7	1	4	0.3	-2	-10	11	8
CCn1c(COc2ccccc2OC)nnc1SCC#N
  -1	-4	-2	21	1.3	0[fluorescence artefact?]	-2	0	10
COc1ccc(NC(=O)c2ccc(-n3cncn3)c([N+](=O)[O-])c2)cc1
  3	-6	4	6	-1.4	-2	-16	4	8
O=C(N/N=C/c1ccc(Cl)cc1)c1nc2ccc([N+](=O)[O-])cc2c(=O)[nH]1
  1	6	-1	-16	-0.7	0	10	-9	8
CCC(C)N1C(=O)CCC1C(=O)N1CCN(c2ccc(F)cc2)CC1 (stereo not given)
  3	-7	-1	-1	3.0	1[fluorescence artefact?]	-3	-11	/
Cn1c2ccccc2n2c(=O)c(=O)n(CC(=O)c3ccc(Cl)cc3)nc12
  2	-23	1	-9	2.0	-3	-4	-13	14
CCC(=O)Nc1nc2nc(C)cc(=O)n2[nH]1
  10	5	6	-23	-1.1	-7	27	0	/
c1ccc(-c2ccc(-c3nc(-c4cccnc4)no3)cc2)cc1
  -2	-3	4	4	2.1	-28	-46	-3	8
CC(=O)Nc1ccc(OCc2nnc(-c3ccc(Cl)cc3)o2)cc1
  6	-6	3	-13	0.6	2	-57	-13	0
CCOc1cc(S(=O)(=O)NCc2ccccn2)ccc1Cl
  1	5	3	-24	0.6	-7	14	-2	12
Cc1cc(C#N)c2ccccc2n1
  3	4	-7	-13	1.8	0	9	2	1
Cc1ccccc1C(=O)N/C(=C/c1ccc(-c2cccnc2Cl)o1)C(=O)NCCCN1CCN(C)CC1
  -3	-19	1	2	0.5	-1	6	-8	4
O=C(O)CC12CC3CC(C1)CC(n1ncc(NCc4ccccc4)c(Cl)c1=O)(C3)C2
  /	-22	-1	15	1.2	-2	15	-5	7
Cc1cc(C)n2nc(S(=O)(=O)NC3CCCCC3)nc2n1
  -3	-3	0	-8	2.2	-4	21	-4	4
Cc1cc(C(=O)COC(=O)CNC(=O)c2ccc(F)cc2)c(C)n1Cc1ccco1
  -3	-15	-5	-9	0.0	0	1	-5	8
Cc1nc(NC(=O)c2cccc(Cl)c2)sc1-c1csc(Nc2cccc(Cl)c2)n1
  -2	-5	5	5	1.9	-18	-22	0	11
CCOC(=O)Cn1nnnc1C(CC)N(Cc1ccccc1)Cc1cc2cc(C)ccc2[nH]c1=O (stereo not given)
  10	-1	3	-20	-1.3	3	28	10	6
C=CCn1c(=N)n(CC(=O)c2ccc(Br)s2)c2ccccc21
  9	2	-4	-14	-0.5	-5	-39	-8	6
O=C(O)c1ccccc1C(=O)NCC(O)COCC1CC=CCC1 (stereo not given)
  5	5	1	-7	-1.2	2	33	4	14
COc1ccc2c(CC(=O)OCC(=O)Nc3ccc(S(N)(=O)=O)cc3)coc2c1
  /	-16	5	25	1.1	-3	-9	13	4
CCN(CC)CCNc1nc(-c2ccco2)c2c(c1C#N)CC(C)(C)OC2
  19	-6	2	-45	-2.1	21	-5	-15	3
O=C(COC(=O)c1ccc(Cl)c(S(=O)(=O)N2CCN(c3ccc(F)cc3)CC2)c1)Nc1cccc(Cl)c1
  5	0	9	3	-0.1	-1	2	16	10
COc1cc(OC)cc(C(=O)NCc2nc(-c3ccccc3)no2)c1
  5	-33	1	2	3.5	-7	22	2	12
CNC(=O)c1c(NC(=O)c2ccc(N3C(=O)CCC3=O)cc2)sc2c1CCCC2
  -5	5	2	4	-1.3	3	-11	12	12
Nc1nsc2ccccc12
  -10	2	5	10	-1.2	14	-20	6	9
CCN(CC)S(=O)(=O)c1ccc(F)c(C(=O)NCCC(C)C)c1
  1	-1	2	5	-0.1	3[fluorescence artefact?]	7	23	4
O=C(NC(=S)N1CCCCC1)c1cccs1
  -3	0	8	-29	-1.8	-2	6	3	7
COc1ccccc1-c1nnc(NC(=O)c2ccc3c(c2)OCO3)s1
  -5	-14	4	13	-0.4	9	-23	5	6
COc1ccccc1-n1cnc2c(c1=O)c1nc3ccccc3nc1n2-c1ccc(C)c(C)c1
  -4	-21	0	11	4.4	6	31	7	8
Cc1ccc2cc(C#N)c(NCCNC(=S)NCCCN3CCOCC3)nc2c1
  1	-2	-3	-19	0.3	-6	-41	-15	6
CCOC(=O)N1CCN(C(=O)c2ccccc2NC(C)=O)CC1
  -1	-14	-2	-3	2.1	-1	10	5	7
O=C(CCCN1C(=O)/C(=C/c2cccs2)SC1=S)Nc1cccnc1
  9	3	5	21	-2.1	3	-75	-3	5
COc1ccc(N/N=C(/C(N)=O)C2=NC(C)(C)Cc3ccccc32)cc1
  4	6	2	-13	0.7	10	3	12	6
CCOC(=O)c1csc(-c2ccc3c(c2)CCO3)n1
  /	-2	4	0	-0.3	2	-5	-13	14
CCCCCCNC(=O)c1c(O)c2ccccc2[nH]c1=O
  5	9	5	-30	-0.1	-1	51	8	6
C=CCN1C2CCCC1CC(NC(=O)Nc1cccc(C(C)=O)c1)C2 (stereo not given)
  -6	6	8	9	-0.3	6	5	11	10
CC1=C(C)C(=O)OC(C(C)C2CCC3C4CC=C5CC(OC6OC(COC7OC(CO)C(O)C(O)C7O)C(O)C(O)C6O)CC(O)C5(C)C4CCC23C)C1 (stereo not given)
  -2	-17	-4	-8	1.5	0	7	-11	23
COc1ccc(CCN2CC(O)=C(c3nc4ccccc4c(=O)[nH]3)C2=N)cc1OC
  -3	-3	4	-13	1.2	3	-7	9	8
COc1ccc(C(=O)N2CCCC2)cc1S(=O)(=O)N1CCOCC1
  -3	-7	2	15	0.9	7[fluorescence artefact?]	5	-4	7
Cc1ccc(/C=C2\SC(=S)N(CC(=O)Nc3ncc(Cc4ccccc4Cl)s3)C2=O)cc1
  1	-4	2	-2	0.2	-14	28	-10	/
Cc1ccc(N2C(=O)CS(=O)(=O)CC2=O)cc1
  4	-7	-1	-3	1.4	0	24	-6	7
O=C(COc1ccccc1[N+](=O)[O-])N/N=C/c1cccc(OC(=O)c2ccc3c(c2)OCO3)c1
  0	-14	-1	-6	-0.8	10	-6	0	6
Cc1cc(C(=O)Nc2cccc(C(=O)O)c2)c(C)o1
  -1	5	1	-3	-0.5	-3[fluorescence artefact?]	2	-6	7
Cc1nc2c(ccc3c([N+](=O)[O-])cccc32)c(C)c1C
  1	-1	-3	-19	0.4	3	-23	4	12
COc1cc(C(=O)N2CCN(c3cccc(C)c3C)CC2)cc(OC)c1OC
  7	-3	-7	-7	2.1	3	-17	-20	6
CC(O)CNc1nc2c(c(=O)n(C)c(=O)n2C)n1Cc1cccc(Br)c1 (stereo not given)
  -2	-17	-4	-9	2.4	3	21	-8	6
c1ccc2c(c1)nc(N1CCCCCC1)c1ccccc12
  /	-13	1	-51	1.0	-5	63*	-52	7
CC(C)CN1C(=S)SC(C)(C)C1n1oc(=O)n(-c2ccc(Cl)cc2)c1=O (stereo not given)
  7	-3	6	-17	-4.5	6	-5	11	-3
c1ccc2c(c1)Sc1ccccc1-n1cnnc1-2
  -3	-4	5	-3	-1.3	1	9	19	15
CC(=O)Nc1ccc(NC(=O)C(C)O/N=C/c2cccc([N+](=O)[O-])c2)cc1 (stereo not given)
  1	-20	3	-16	2.1	5	-33	-12	5
CN1CCN(S(=O)(=O)c2ccc3c(c2)OCCO3)CC1
  5	-21	-2	-6	0.5	-2	28	-1	17
COCc1cc(=O)[nH]c(SCCS(=O)(=O)c2ccc(Cl)cc2Cl)n1
  /	7	4	4	0.0	3	-1	-12	11
C/C(=N\Nc1ccc([N+](=O)[O-])cc1[N+](=O)[O-])C(C)(C)C(C(=O)O)C(=O)O
  6	-6	1	-10	-1.0	9	19	5	9
Cc1ccc(NC(=O)C2(c3ccc([N+](=O)[O-])cc3)CCCC2)cc1
  5	-2	2	-13	2.7	0	-11	7	5
Cc1nnsc1-c1nc2ccccc2[nH]1
  2	-2	-1	-2	-3.5	10	-46	-8	18
C#CCOC(=O)C[N+](C)(C)CC=C
  /	16	-1	-6	1.6	-5	8	11	6
COc1cccc(C2CC(C(F)(F)F)n3ncc(C(=O)NCc4ccco4)c3N2)c1 (stereo not given)
  -2	2	-6	-25	-2.3	1	-12	0	-2
COCCn1cnnc1SCC(=O)c1ccc(S(=O)(=O)N2CCCC2)cc1
  1	-6	9	8	0.5	-2	-137	0	13
O=C(Nc1ccc(S(=O)(=O)Nc2ncccn2)cc1)c1cccc(S(=O)(=O)N2CCOCC2)c1
  /	8	-3	15	-2.2	-1	6	-7	5
CN1CC(=O)NC1=NC(=O)c1ccc(Cl)c(S(=O)(=O)N2CCCCCC2)c1
  8	9	1	11	1.4	2	1	-5	16

# 11 of the compounds above, bar-delimited.
compound | NPY-Y1 antag | S1P4 antagonist | p97 ATPase inh | NPY1 pot ag | S1P4 agonist | eIF4E-4G inh | EP2 modulator | NPY-Y2 PAM-ag | EP2 antag
CCN(CC)S(=O)(=O)c1ccc(F)c(C(=O)NCCC(C)C)c1 | 1 | -1 | 2 | 5 | -0.1 | 3[fluorescence artefact?] | 7 | 23 | 4
O=C(NC(=S)N1CCCCC1)c1cccs1 | -3 | 0 | 8 | -29 | -1.8 | -2 | 6 | 3 | 7
COc1ccccc1-c1nnc(NC(=O)c2ccc3c(c2)OCO3)s1 | -5 | -14 | 4 | 13 | -0.4 | 9 | -23 | 5 | 6
COc1ccccc1-n1cnc2c(c1=O)c1nc3ccccc3nc1n2-c1ccc(C)c(C)c1 | -4 | -21 | 0 | 11 | 4.4 | 6 | 31 | 7 | 8
Cc1ccc2cc(C#N)c(NCCNC(=S)NCCCN3CCOCC3)nc2c1 | 1 | -2 | -3 | -19 | 0.3 | -6 | -41 | -15 | 6
CCOC(=O)N1CCN(C(=O)c2ccccc2NC(C)=O)CC1 | -1 | -14 | -2 | -3 | 2.1 | -1 | 10 | 5 | 7
O=C(CCCN1C(=O)/C(=C/c2cccs2)SC1=S)Nc1cccnc1 | 9 | 3 | 5 | 21 | -2.1 | 3 | -75 | -3 | 5
COc1ccc(N/N=C(/C(N)=O)C2=NC(C)(C)Cc3ccccc32)cc1 | 4 | 6 | 2 | -13 | 0.7 | 10 | 3 | 12 | 6
CCOC(=O)c1csc(-c2ccc3c(c2)CCO3)n1 | / | -2 | 4 | 0 | -0.3 | 2 | -5 | -13 | 14
CCCCCCNC(=O)c1c(O)c2ccccc2[nH]c1=O | 5 | 9 | 5 | -30 | -0.1 | -1 | 51 | 8 | 6
C=CCN1C2CCCC1CC(NC(=O)Nc1cccc(C(C)=O)c1)C2 (stereo not given) | -6 | 6 | 8 | 9 | -0.3 | 6 | 5 | 11 | 10

# Not all compounds are listed; count on the stated rates, not on these rows.
